Assay outcomes as filed in PubChem.
L929 necroptosis: inhibitors of zVAD-triggered necroptosis, primary screen, L929 cells; L929 zVAD necroptosis rescue, ATP luminescence, 24 h; with zVAD 60 µM; viability rescue, % at 10 µM; actives 0.38% (n = 220,000); AID 1377, 2008;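 active = activation, scaled between plate controls, above about 75%, limit read from the data; inactive = activation under that limit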;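 note: 0% = zVAD with DMSO and 100% = DMSO alone without zVAD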
TNF necrop inh: inhibitors of TNF-alpha triggered necroptosis, primary screen, cell-based, Jurkat FADD-/-, single concentration | Jurkat FADD-/- TNF necroptosis rescue, ATP luminescence, 24 h; 0 = TNF only, 100 = no-TNF cells | activation (protection from cell death), % at 10 µM | actives 0.068% (n = 220,000);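 active = activation, meaning protection from cell death, of at least 50% relative to plate controls; inactive = activation below 50%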;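 note: necroptosis triggered by 40 ng/mL TNF-alpha added together with compound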
Thrombin inh: human alpha-thrombin inhibitors, primary screen, counter-screen for coagulation protease inhibitor project, biochemical, 1536-well, fluorogenic AMC substrate; actives 0.26% (n = 220,000); Boc-VPR-AMC fluorogenic substrate cleavage; Prothrombin (Homo sapiens), P00734; inhibition, % at 5 µM; AID 1046, 2008;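 active = inhibition at or above 40%; inactive = inhibition below 40%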;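 note: 0% = enzyme with no compound and 100% = wells without enzyme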
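Material: human alpha-thrombin enzyme / Medium: pH 7.5 Tris (50 mM) with NaCl 150 mM, Tween 20 0.05% / Compound: single-point dosing at 5 µM, 0.2% DMSO / Incubation: enzyme reaction carried out at room temperature / Detection: AMC fluorescence, 355/460 nm / Read-out basis: percent inhibition scaled between no-compound controls and no-enzyme blanks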
FXIIa inh 1536: human FXIIa protease inhibitors, primary screen, biochemical, 1536-well; actives 0.3% (n = 220,000); Coagulation factor XII (Homo sapiens), P00748; AID 800, 2007; inhibition, % at 5 µM; purified FXIIa, Boc-QGR-AMC fluorogenic substrate, 2 h; in the data active = inhibition above about 40%;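 note: 0% = enzyme with no compound and 100% = blank without enzyme; many of its hits are not listed in these tables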
Hck Nef HTS: inhibitors of Nef-activated human Hck kinase, primary screen, biochemical, Z-Lyte FRET, 384-well, Hck-YEEI; actives 0.68% (n = 220,000); AID 463187, 2010; inhibition, % at 20 µM; Recombinant Hck-YEEI plus Nef, Z-Lyte FRET kinase assay; Tyrosine-protein kinase HCK (Homo sapiens), P08631;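 active = Hck-Nef kinase inhibition above about 50%, limit read from the data; inactive = inhibition below that limit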;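 note: 0% = DMSO with Hck plus Nef and 100% = Hck alone without Nef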
Cl transport mod: KCC2 cotransporter modulators, thallium flux, primary screen, cell-based, HEK293 KCC2, FluoZin-2 fluorescence, MLSMR. Solute carrier family 12 member 5 (Homo sapiens), Q9H2X9. KCC2 cells, thallium flux FluoZin-2 fluorescence. B-score of Tl+ flux slope (higher = more flux/activation; lower = inhibition) at 10 µM. actives 2.2% (n = 190,000);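 active = thallium flux slope and its plate-corrected score both differing from the plate sample mean at a set confidence after two filtering rounds, in either direction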;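 note: slope of fluorescence scaled to starting intensity during 10 to 20 s after thallium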
Target sequence (Q9H2X9 whole entry, looked up): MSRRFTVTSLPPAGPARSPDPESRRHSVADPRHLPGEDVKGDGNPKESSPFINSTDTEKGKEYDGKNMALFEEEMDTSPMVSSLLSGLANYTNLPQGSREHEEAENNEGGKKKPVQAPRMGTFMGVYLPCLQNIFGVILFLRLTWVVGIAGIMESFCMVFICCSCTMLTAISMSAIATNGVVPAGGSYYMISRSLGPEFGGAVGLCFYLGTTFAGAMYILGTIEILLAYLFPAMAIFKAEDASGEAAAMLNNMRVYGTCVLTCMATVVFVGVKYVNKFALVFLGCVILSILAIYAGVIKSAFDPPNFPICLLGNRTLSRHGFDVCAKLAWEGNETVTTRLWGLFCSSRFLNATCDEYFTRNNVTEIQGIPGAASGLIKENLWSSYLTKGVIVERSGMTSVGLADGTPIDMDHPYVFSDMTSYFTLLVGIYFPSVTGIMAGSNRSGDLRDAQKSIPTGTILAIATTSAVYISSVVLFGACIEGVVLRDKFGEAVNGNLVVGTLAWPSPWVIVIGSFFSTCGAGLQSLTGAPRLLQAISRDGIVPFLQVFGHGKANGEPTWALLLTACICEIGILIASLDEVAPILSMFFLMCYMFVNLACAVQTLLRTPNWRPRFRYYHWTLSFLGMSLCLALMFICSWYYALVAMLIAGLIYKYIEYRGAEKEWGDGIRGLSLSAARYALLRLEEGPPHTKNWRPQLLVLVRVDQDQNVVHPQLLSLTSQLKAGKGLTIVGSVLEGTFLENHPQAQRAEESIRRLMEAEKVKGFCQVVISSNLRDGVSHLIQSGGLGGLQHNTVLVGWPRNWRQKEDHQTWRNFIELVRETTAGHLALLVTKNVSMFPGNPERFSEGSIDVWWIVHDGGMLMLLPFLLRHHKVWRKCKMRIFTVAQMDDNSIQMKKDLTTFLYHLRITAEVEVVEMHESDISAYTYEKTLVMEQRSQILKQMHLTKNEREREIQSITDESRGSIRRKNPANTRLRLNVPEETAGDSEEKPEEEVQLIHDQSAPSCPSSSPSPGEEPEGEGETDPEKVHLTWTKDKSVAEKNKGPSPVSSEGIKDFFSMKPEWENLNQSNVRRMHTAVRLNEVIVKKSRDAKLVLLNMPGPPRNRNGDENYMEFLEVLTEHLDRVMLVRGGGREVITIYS
KLK5 inh: human KLK5 protease inhibitors, primary screen, biochemical, 1536-well | recombinant hK5, fluorogenic AMC substrate cleavage | inhibition, % at 5 µM | actives 0.59% (n = 210,000);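 active = inhibition of 40% or more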;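 note: 0% = enzyme controls without compound and 100% = no-enzyme blanks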
FXIa inh: human FXIa protease inhibitors, primary screen, biochemical, 1536-well. Coagulation factor XI (Homo sapiens), P03951. purified FXIa, Boc-Glu-Ala-Arg-AMC fluorogenic substrate. inhibition, % at 5 µM. actives 0.14% (n = 220,000). AID 798, 2007;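 active = inhibition of at least 40%; inactive = inhibition below 40%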;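 note: fluorescence of freed AMC excited at 355 nm; 0% = enzyme without compound and 100% = no enzyme blank; many of its hits are not listed in these tables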
Rad51 HR inh: human RAD51 strand exchange inhibitors, primary screen, biochemical, fluorescence | hRad51 DNA strand exchange, fluorescence dequenching | inhibition, % at 10 µM | AID 1385, 2008 | actives 0.085% (n = 200,000) | DNA repair protein RAD51 homolog 1 (Homo sapiens), Q06609;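 active = inhibition above 40% at the single screening dose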;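 note: 0% = DMSO control wells and 100% = blanks with heterologous ssDNA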
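Material: Human Rad51 nucleoprotein filaments preassembled on unlabelled ssDNA | Also added: Labelled 47-mer dsDNA for strand exchange | Dosing: Single dose, 10 µM final compound | Schedule: 30-min compound preincubation and 15-min exchange, both room temperature | Technique: Fluorescence dequenching at 485/520 nm | Measure: Percent inhibition relative to plate controls and blanks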
An asterisk follows results filed as active; . = not tested or not shown. Not all compounds are listed, so the mix of outcomes need not match the whole.

SMILES	L929 necroptosis	TNF necrop inh	Thrombin inh	FXIIa inh 1536	Hck Nef HTS	Cl transport mod	KLK5 inh	FXIa inh	Rad51 HR inh
COc1ccc2cc(C(c3nnnn3Cc3ccc(F)cc3)N3CCCCCC3)c(=O)[nH]c2c1 (stereo unspecified)	2.9	-1.6	0	-8	4	-0.11	13	0	0
COc1cc(C(=O)c2nccc3cc(OC)c(OC)cc23)c([N+](=O)[O-])cc1OC	0.4	-0.9	0	12	23	0.91	-1	10	-2
CC(=O)NS(=O)(=O)c1ccc(NC(=O)c2cccc(S(=O)(=O)N3CCc4ccccc43)c2)cc1	3.3	0.1	-1	9	30	0.4	1	0	-15
CC(C)COc1ccc(CNC(=S)N/N=C/c2ccc([N+](=O)[O-])cc2)cc1	-1.9	-0.4	4	17	1	-0.85	-3	1	7
COC(=O)CNC(=O)CNC(=O)Nc1ccccc1Cl	-0.8	-0.2	6	7	-1	.	41*	-3	1
COc1ccc(-c2nnn(CC(=O)N(CCCN3CCOCC3)C(C(=O)NC3CCCC3)c3ccco3)n2)cc1 (stereo unspecified)	-0.1	1.0	-9	9	19	0.44	0	-3	0
CC(C)N(C(=O)Cc1ccccc1[N+](=O)[O-])C(C)C	1.4	0.0	2	-3	-12	-0.14	-20	0	-9
COc1ccc(NS(=O)(=O)c2cc(NC(=O)c3nc4nc(C)cc(C)n4n3)ccc2C)cc1	1.0	1.6	0	6	14	0.45	2	-2	4
COc1cc(/C=N/O)ccc1OCc1ccc(C(=O)O)cc1	2.2	-0.1	-3	8	0	-1.6	-27	10	9
O=C(Nc1cccc(-c2cn3ccsc3n2)c1)c1ccccc1	10	-0.1	-3	5	0	.	-6	-3	.
O=C(O)CCc1ccc(-c2cccs2)n1-c1ccc(C(=O)O)cc1	0.3	0.6	-9	0	0	.	9	-11	-2
OC(C#CCN1CCCC1)(c1ccccc1)c1cccnc1 (stereo unspecified)	-0.6	-0.3	2	10	16	-0.11	5	3	-24
Oc1c(N=Nc2ccccn2)ccc2ccccc12	39	-20	-8	-1	-2	53*	-278	-15	-6
C=CCn1c(SCC(C)=O)nnc1-c1cc(-c2ccccc2)sc1N	0.2	-3.2	-6	0	2	-1.3	-5	-2	-3
O=C(CN1CCOCC1)Nc1c(-c2ccccc2)c2cc(Br)ccc2[nH]c1=O	-0.1	-0.7	-10	-5	0	1.1	-3	-9	.
CCOC(=O)CCn1nc(-c2ccc(Cl)cc2)cc1N	-0.2	-2.0	1	10	1	1.1	-2	2	-10
FC(F)(F)c1ccncc1-c1nnnn1-c1ccc(Cl)cc1	0.7	1.4	-1	8	7	-0.56	-3	1	-18
Cc1cc(Nc2ccc([N+](=O)[O-])cc2)nc2ccccc12	-0.1	0.8	-1	9	19	.	-6	3	0
CC(C)COP(=O)(OCC(C)C)C(Nc1ccccc1)c1ccccc1 (stereo unspecified)	0.2	-2.5	2	9	19	-0.17	3	1	19
COC(=O)c1cccc(NC(N)=S)c1	1.1	-1.7	-3	.	-1	-0.95	4	0	3
Cc1cccc(NC(=O)C23CCC(C)(C(=O)O2)C3(C)C)c1 (stereo unspecified)	0.2	0.2	-8	2	-25	0.68	-3	-2	0
CC(O)CN(CCC(N)=O)CCC(N)=O (stereo unspecified)	0.0	-4.3	0	7	0	.	-17	-1	-4
O=C(CSc1ccc2nnc(-c3ccccc3)n2n1)NCc1ccc2c(c1)OCO2	-0.7	-0.1	9	0	3	.	12	-4	.
CCc1ccc(O)c(N=Cc2ccccc2O)c1	0.8	-1.0	-2	18	1	0.031	8	6	-4
O=S(=O)(NCCc1csc(-c2ccc(C(F)(F)F)cc2)n1)c1ccc2c(c1)OCCO2	0.2	-0.8	-1	13	1	0.12	-20	1	3
Carrying on:
SMILES	L929 necroptosis	TNF necrop inh	Thrombin inh	FXIIa inh 1536	Hck Nef HTS	Cl transport mod	KLK5 inh	FXIa inh	Rad51 HR inh
COc1cccc(-c2csc(N3CCN(C(=O)Nc4ccc(Cl)cc4)CC3)n2)c1	3.1	1.3	-4	1	-14	-1.1	-6	-1	24
O=[N+]([O-])c1ccc(C2CC(c3ccccc3)=Nc3ccccc3S2)cc1 (stereo unspecified)	0.2	-5.0	-9	-3	20	0.48	-7	-4	17
Cc1c(NC(=O)C2CCN(S(=O)(=O)c3cccs3)CC2)c(=O)n(-c2ccccc2)n1C	1.1	2.7	-6	0	10	.	-4	-2	-1
C/C(=N\N1CCN(C2c3ccccc3-c3ccccc32)CC1)c1cccnc1	0.0	-5.9	-1	15	1	-0.011	1	2	1
Cc1ccc(/C=C2/NC(=O)N(Cc3ccccc3)C2=O)o1	1.4	1.1	-7	6	7	-1	-19	0	-20
C/C(=N\OCC(=O)Nc1ccccc1Br)c1cccs1	0.0	-0.2	-22	8	18	-0.017	-7	-10	5
O=C(CCCOc1ccccc1)NC1CCCc2ccccc21 (stereo unspecified)	1.5	1.2	-11	10	6	0.079	-11	0	5
Cn1c(SCC(=O)Nc2cccc(S(=O)(=O)NC3=NCCCCC3)c2)nnc1-c1ccccc1	1.9	1.8	-8	5	19	0.33	1	-5	-2
Cc1cc(C)c(O)c(N)c1	0.2	-2.3	-2	10	19	0.81	8	3	-1
CC(C)C(NC(=O)COc1ccccc1)C(=O)O (stereo unspecified)	-0.5	-0.9	-3	12	1	-0.00096	-9	3	-2
Cc1ccc(N2CC(C(=O)NC3=NCCS3)CC2=O)cc1C (stereo unspecified)	-0.1	0.1	0	7	-1	-0.4	-23	4	-5
CN1C(C(=O)NCC2CC2)CC2Cn3c(nc4cc(Cl)c(Cl)cc43)C21 (stereo unspecified)	0.5	5.7	-4	5	27	0.52	1	0	-2
Cc1nc2ccccn2c1C(=O)NCc1cccnc1	0.5	0.2	-4	6	-3	0.34	-5	-5	1
COc1ccc(-c2noc(-c3ccc(Br)o3)n2)cc1OC	0.7	-0.8	-11	2	6	2.4	0	2	-6
Cc1sc2nc(NCCO)[nH]c(=O)c2c1C	2.3	0.6	-8	8	-1	-0.4	-4	-2	-7
CC1CCCCC1NC(=S)Nc1cccc(S(=O)(=O)N(C)C)c1 (stereo unspecified)	0.0	-0.3	4	6	-2	0.2	-5	2	-3
CCCOc1ccccc1C1C(C(=O)OC)=CN(C(C)C)C=C1C(=O)OC	-0.3	-1.4	-6	19	68*	.	-150	4	2
Cc1ccc(C(=O)Nc2cc3ccccc3oc2=O)cc1	1.0	-7.0	-6	8	30	.	15	-1	-13
CC(/C=C/c1ccco1)=N\NC(=O)CNc1cccc(C)c1	-0.2	-0.7	-1	9	18	-0.51	13	3	.
CCc1ccc(NS(=O)(=O)c2ccc3[nH]cc(C(=O)N4CCc5ccccc54)c(=O)c3c2)cc1	2.2	1.5	-7	-3	2	-1.1	9	-3	-4
COc1ccc(C)cc1NC(=O)CC1COc2ccccc2O1 (stereo unspecified)	20	0.7	-16	5	23	-0.012	-1	-4	7
COCCN(Cc1cc2cc(C)ccc2n2nnnc12)C(=S)Nc1ccccc1C	-0.4	-1.4	2	-1	-19	-0.76	-7	-1	-5
CCc1nnc(NC(=O)CSc2nnc(COc3ccccc3)n2-c2ccc(C)cc2)s1	1.0	0.5	2	3	2	.	-19	-4	-3
Cc1ccc([N+](=O)[O-])cc1S(=O)(=O)n1ccnc1C	0.7	-3.4	3	7	12	0.49	3	0	.
CCCCCCNC(=O)Nc1ccccc1	0.6	3.9	-5	13	3	.	-17	6	-2

12 entries out of the list, arranged by molecular weight, low to high:
SMILES	L929 necroptosis	TNF necrop inh	Thrombin inh	FXIIa inh 1536	Hck Nef HTS	Cl transport mod	KLK5 inh	FXIa inh	Rad51 HR inh
CC(O)CN(CCC(N)=O)CCC(N)=O (stereo unspecified)	0.0	-4.3	0	7	0	.	-17	-1	-4
CCc1ccc(O)c(N=Cc2ccccc2O)c1	0.8	-1.0	-2	18	1	0.031	8	6	-4
Oc1c(N=Nc2ccccn2)ccc2ccccc12	39	-20	-8	-1	-2	53*	-278	-15	-6
Cc1cc(Nc2ccc([N+](=O)[O-])cc2)nc2ccccc12	-0.1	0.8	-1	9	19	.	-6	3	0
COc1ccc(C)cc1NC(=O)CC1COc2ccccc2O1 (stereo unspecified)	20	0.7	-16	5	23	-0.012	-1	-4	7
C/C(=N\OCC(=O)Nc1ccccc1Br)c1cccs1	0.0	-0.2	-22	8	18	-0.017	-7	-10	5
C=CCn1c(SCC(C)=O)nnc1-c1cc(-c2ccccc2)sc1N	0.2	-3.2	-6	0	2	-1.3	-5	-2	-3
COc1cc(C(=O)c2nccc3cc(OC)c(OC)cc23)c([N+](=O)[O-])cc1OC	0.4	-0.9	0	12	23	0.91	-1	10	-2
COc1cccc(-c2csc(N3CCN(C(=O)Nc4ccc(Cl)cc4)CC3)n2)c1	3.1	1.3	-4	1	-14	-1.1	-6	-1	24
COc1ccc(NS(=O)(=O)c2cc(NC(=O)c3nc4nc(C)cc(C)n4n3)ccc2C)cc1	1.0	1.6	0	6	14	0.45	2	-2	4
O=S(=O)(NCCc1csc(-c2ccc(C(F)(F)F)cc2)n1)c1ccc2c(c1)OCCO2	0.2	-0.8	-1	13	1	0.12	-20	1	3
CC(=O)NS(=O)(=O)c1ccc(NC(=O)c2cccc(S(=O)(=O)N3CCc4ccccc43)c2)cc1	3.3	0.1	-1	9	30	0.4	1	0	-15

(listing goes on)
SMILES	L929 necroptosis	TNF necrop inh	Thrombin inh	FXIIa inh 1536	Hck Nef HTS	Cl transport mod	KLK5 inh	FXIa inh	Rad51 HR inh
COc1ccc(OC)c(-c2cc(C(=O)NCCN3CCOCC3)no2)c1	2.7	-1.5	4	15	0	1.2	-6	6	1
NS(=O)(=O)c1ccc(NC(=O)CN2CCN(S(=O)(=O)/C=C/c3ccccc3)CC2)cc1	-1.0	0.2	0	9	23	1.2	0	1	2
COc1ccc(CCC(=O)N2CC(C)OC(C)C2)cc1 (stereo unspecified)	-0.1	-1.2	3	16	0	0.022	-23	3	-2
COc1nc(N2CCOCC2)nc(-n2cccc2)n1	0.1	-1.4	-7	3	6	-1.2	-7	2	3
Fc1ccccc1-c1nc(N2CCCCC2)c2ccccc2n1	0.2	0.1	1	7	2	-0.014	-3	6	-7
COc1cc(NC(=O)COC(=O)c2cnc(C)cn2)c(C)cc1[N+](=O)[O-]	2.6	1.3	-26	2	11	-1.3	-6	-8	-1
